HADH2 inh = blocks human hydroxyacyl-CoA dehydrogenase type II | Potency, µM (highest dose often 57.1 µM), without a hit: top-dose activity change, negative = inhibition, hits mostly inhibitors | actives 3.4% (n = 73,000) | recombinant HADH2, NADH fluorescence, beta-hydroxybutyryl-CoA | Q99714; note: % is set by controls: 0 for no effect and ±100 for the full control effect; nearly all actives have a fitted effect of over 60% in size; many of its hits are not listed in these tables
Target sequence (Q99714 whole entry, looked up, one chain of several): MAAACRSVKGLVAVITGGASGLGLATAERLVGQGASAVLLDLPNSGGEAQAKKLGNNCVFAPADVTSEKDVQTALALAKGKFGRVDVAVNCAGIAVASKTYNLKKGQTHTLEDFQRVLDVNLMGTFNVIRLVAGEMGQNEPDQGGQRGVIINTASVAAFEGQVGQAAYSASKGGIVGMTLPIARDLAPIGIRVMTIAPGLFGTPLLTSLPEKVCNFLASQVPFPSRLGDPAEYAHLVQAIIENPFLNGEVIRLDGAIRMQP
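Read-out: 360 nm excitation, 450 nm emission, kinetic over 4 min. Conditions: His-tagged human HADH2 20 nM, pH 9.0 Tris with Tween-20, 1 mM NAD+, 90 uM beta-hydroxybutyryl-CoA.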
HBB splicing = hemoglobin beta splicing modulation; Potency, µM (titrated, usually from 46.1 µM), for inactives: at the highest dose activation, usual class: activators; HBB splicing reporter cell assay, activation; EGFP reporter with mutant IVS2-654 intron; response scale: normalised to 500 nM splice-correcting PNA; AID 925; actives 0.06% (n = 65,000); note: 0% is about no effect
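HeLa cells stably expressing EGFP interrupted by mutant beta-globin intron 2 (IVS2-654), 500/well in 2% FCS. Treated with compound for 2 days at 37C. Splicing correction scored as total well GFP intensity (488 nm excitation, 500-520 nm emission); 500 nM antisense PNA served as control.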
Pol III holo inh = blocks replication by bacterial DNA polymerase III holoenzyme | reconstituted DNA polymerase III holoenzyme replication, biochemical | Potency, µM (top dose mostly 57.1 µM), for the others: at the highest dose activity change, negative = inhibition | actives 0.25% (n = 71,000) | AID 603; note: % is set by controls: 0 for no effect and ±100 for the full control effect
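Reconstituted *E. coli* holoenzyme (0.35 nM Pol III, 1 nM beta, 154 nM SSB, 2 nM primase) was preincubated with compound for 15 min at RT. Synthesis on 1.4 nM ssM13Gori ran 35 min, then was stopped with PicoGreen/EDTA and read as dsDNA fluorescence.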
15-hLO inh = 15-hLO (ALOX15) enzyme inhibition. P16050. actives 1.4% (n = 74,000). purified 15hLO-1, xylenol orange hydroperoxide absorbance. Potency, µM (series often up to 57.1 µM), for the others: top-dose activity change, negative = inhibition, most hits filed as inhibitors; note: % is set by controls: 0 for no effect and ±100 for the full control effect; nearly all actives have a fitted effect of over 55% in size
Target sequence (P16050 whole entry, looked up): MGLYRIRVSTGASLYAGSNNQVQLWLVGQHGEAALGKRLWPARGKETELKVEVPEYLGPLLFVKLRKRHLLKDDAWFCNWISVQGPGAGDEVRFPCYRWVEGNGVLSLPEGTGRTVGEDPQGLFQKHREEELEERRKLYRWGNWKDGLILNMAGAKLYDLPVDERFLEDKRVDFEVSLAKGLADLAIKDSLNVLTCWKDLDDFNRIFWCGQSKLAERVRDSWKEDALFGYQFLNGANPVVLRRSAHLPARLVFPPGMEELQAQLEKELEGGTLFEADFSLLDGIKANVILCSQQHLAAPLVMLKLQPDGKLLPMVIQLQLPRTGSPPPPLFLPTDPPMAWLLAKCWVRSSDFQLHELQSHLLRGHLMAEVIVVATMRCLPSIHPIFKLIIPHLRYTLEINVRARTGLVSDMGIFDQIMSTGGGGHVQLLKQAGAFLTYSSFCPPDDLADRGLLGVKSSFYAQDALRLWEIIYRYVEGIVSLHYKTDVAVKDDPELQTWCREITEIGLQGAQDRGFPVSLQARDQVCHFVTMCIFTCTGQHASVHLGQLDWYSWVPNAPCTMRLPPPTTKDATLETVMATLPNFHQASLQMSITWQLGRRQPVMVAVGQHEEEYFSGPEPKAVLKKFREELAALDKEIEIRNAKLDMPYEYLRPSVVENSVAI
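Inhibition is scored from a chromogenic endpoint. After 15 min enzyme-compound contact, arachidonic acid (50 uM final) reacts 6 min with 40 nM 15hLO-1 at room temperature, then Fe-XO reagent is added for 30 min and absorbance ratio recorded.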
Hsp90 Hop PPI = changes Hsp90-Hop TPR2A binding signal, up or down | actives 0.44% (n = 71,000) | Potency, µM (top dose mostly 57 µM), for the others: at the highest dose activity change, negative = inhibition | AlphaScreen TPR2A-His6 binding biotin-Hsp90 C-terminal peptide | AID 595; active = well fitted curve in either direction with a large enough effect; inconclusive = small, poorly fitted or top-dose-only effect, or another doubt; note: % is set by controls: 0 for no effect and ±100 for the full control effect; many of its hits are not listed in these tables
Starred values were filed as active, the others as inactive; ? = inconclusive; nt = not tested or not shown; & = joins results of further samples; [ ] = remark or other dose. Unless noted, calls come from the whole dose curve; as a rule, active = well fitted curve in the direction sought with a large enough effect; inconclusive = small, poorly fitted or top-dose-only effect, or another doubt; inactive = no such curve, though single readings can be large; an effect the other way counts as inactive or inconclusive. Potency is the fitted concentration of half-maximal effect.

SMILES	HADH2 inh	HBB splicing	Pol III holo inh	15-hLO inh	Hsp90 Hop PPI
C[C@@H]1CC[C@@H]2C(=O)N3[C@@H](CC[C@@H](C)[C@@H]3c3ccc(-c4ccco4)cc3)C(=O)N2[C@H]1c1ccc(-c2ccco2)cc1	?	0.8%[9.22 µM]	nt	-13%[11.4 µM]	nt
C#CCCCO/N=C1/[C@H]2O[C@@H]2[C@@H](O)[C@H]2[C@H]1CCn1c(=O)n([C@@H](CC)c3ccccc3)c(=O)n12	6%[11.4 µM]	2.5%[9.22 µM]	nt	?	nt
O=C1C=C[C@@H](O)[C@H]2[C@@H]3C(=O)N(c4cccc(Oc5ccccc5)c4)C(=O)[C@@H]3CC[C@H]12	-9%[11.4 µM]	-1.1%[9.22 µM]	nt	2%[11.4 µM]	nt
CCCCC#CC1C=CC(OC(C)=O)C(COC(C)=O)O1 (centres undefined)	?	-0.5%[9.22 µM]	nt	3%[11.4 µM]	nt
C/C(CCN1CCc2nc(-c3ccccc3)c(-c3ccccc3)cc2C1)=N\O[C@@H](C)CN1CCCCc2nc(C)c(C)cc21	10%[11.4 µM]	2.8%[9.22 µM]	nt	-3%[11.4 µM]	nt
COCC#Cc1ccc(C2C(C)CCC3C(=O)N4C(CCC(C)C4c4ccc(C#CCOC)cc4)C(=O)N32)cc1 (centres undefined)	0%[11.4 µM]	2.0%[9.22 µM]	nt	3%[11.4 µM]	nt
O=c1n(-c2ccccc2)c(=O)n2n1CC[C@H]1/C(=N\OC[C@@H](O)COCc3ccco3)[C@H]3O[C@@H]3[C@@H](O)[C@@H]12	8%&-9%[11.4 µM]	0.5%&2.9%[9.22 µM]	nt	3%&2%[11.4 µM]	nt
Cc1ccc(S(=O)(=O)N[C@H]2COC(=O)[C@@H](C)COC(=O)[C@H](C)NC(=O)C/C=C\[C@H]2C)cc1	-4%[11.4 µM]	-0.6%[9.22 µM]	nt	5%[11.4 µM]	nt
C=CC[C@@H]1C=C[C@H](O/N=C(\C)CCN2CCCc3nc(C)c(C)cc32)[C@H](CO)O1	-11%[11.4 µM]	1.2%[9.22 µM]	nt	-9%[11.4 µM]	nt
C#CCCCO/N=C1/[C@H]2O[C@@H]2[C@@H](O)[C@H]2[C@H]1CCn1c(=O)n(Cc3cc4c(cc3Cl)OCO4)c(=O)n12	-6%[11.4 µM]	2.1%[9.22 µM]	nt	-1%[11.4 µM]	nt
CO/N=C\[C@@H](NS(=O)(=O)c1ccc(C)cc1)[C@H](C)/C=C\CC(=O)OC	-11%[11.4 µM]	0.9%[9.22 µM]	nt	-14%[11.4 µM]	nt
CCOC(=O)OCC1OC(c2ccccc2)C=CC1Oc1cccc(N(C)C)c1 (centres undefined)	4%[11.4 µM]	1.1%[9.22 µM]	nt	7%[11.4 µM]	nt

The final 2 records of the part before are carried over, then new ones follow.
SMILES	HADH2 inh	HBB splicing	Pol III holo inh	15-hLO inh	Hsp90 Hop PPI
CO/N=C\[C@@H](NS(=O)(=O)c1ccc(C)cc1)[C@H](C)/C=C\CC(=O)OC	-11%[11.4 µM]	0.9%[9.22 µM]	nt	-14%[11.4 µM]	nt
CCOC(=O)OCC1OC(c2ccccc2)C=CC1Oc1cccc(N(C)C)c1 (centres undefined)	4%[11.4 µM]	1.1%[9.22 µM]	nt	7%[11.4 µM]	nt
OB(O)c1ccc(Br)cc1	5%	-0.2%	nt	-11%	nt
CCCCC[C@H](O)/C=C/[C@H]1[C@H](O)CC(=O)[C@@H]1C/C=C\CCCC(=O)O	-25%	0.2%	nt	-16%	nt
Cc1c(O)c(=O)c2ccccc2n1C	?	3.0%[9.22 µM]	nt	-11%[11.4 µM]	nt
COc1ccc(O[C@H]2C=C[C@@H](c3ccccc3)O[C@H]2COC(=O)CC/C(C)=N/O[C@@H]2O[C@H](COC(C)=O)[C@H](OC(C)=O)[C@H](OC(C)=O)[C@H]2OC(C)=O)cc1	9%[11.4 µM]	-1.1%[9.22 µM]	nt	7%[11.4 µM]	nt
CCN1C(=O)[C@H]2[C@H]3[C@H](O)[C@H](O)C/C(=N/O[C@@H](C)CN4CCCc5nc(C)c(C)cc54)[C@@H]3CC[C@@H]2C1=O	-12%[11.4 µM]	2.2%[9.22 µM]	nt	3%[11.4 µM]	nt
COC(=O)NC(c1ccccc1)C(C#N)C(=O)OC (centres undefined)	-3%[11.4 µM]	1.4%[9.22 µM]	nt	10%[11.4 µM]	nt
CCN1C(=O)[C@H]2[C@H]3[C@H](O)[C@H](O)C/C(=N/NC(=O)OCc4ccccc4)[C@@H]3CC[C@@H]2C1=O	-8%[11.4 µM]	0.8%[9.22 µM]	nt	2%[11.4 µM]	nt
CO[C@@H]1COC(=O)CC=C[C@@H](C)[C@@H]2C=C[C@H](O)[C@@H](COC(=O)[C@H](C)NC(=O)CC=C[C@H]1C)O2	0%[11.4 µM]	1.6%[9.22 µM]	nt	8%[11.4 µM]	nt
O=C1CCC=C1[C@@H](O)CCc1ccccc1	2%[11.4 µM]	-1.4%[9.22 µM]	nt	4%[11.4 µM]	nt
O=C1[C@H]2[C@H]3[C@H](O)[C@H](O)C/C(=N/OCc4ccccc4)[C@H]3CC[C@@H]2C(=O)N1c1cccc(Oc2ccccc2)c1	2%[11.4 µM]	-1.0%[9.22 µM]	nt	4%[11.4 µM]	nt
COC(=O)C/C=C/C(C)C(OCc1cccc(Br)c1)C(C)C(OC)C1CCCCC1 (centres undefined)	3%[11.4 µM]	0.4%[9.22 µM]	nt	-1%[11.4 µM]	nt
CC1CCC2C(=O)N3C(CCC(C)[C@@H]3c3ccc(-c4ccco4)cc3)C(=O)N2C1c1cccc(N2CCCC2=O)c1 (some centres undefined)	-6%[11.4 µM]	2.7%[9.22 µM]	nt	5µM*	nt
CC(C)=NO[C@@H](C)CN1CCCCc2nc(C)c(C)cc21	1%[11.4 µM]	1.9%[9.22 µM]	nt	8%[11.4 µM]	nt
CC1CCC(C(=O)O)NC1c1cccc(N2CCOCC2)c1 (centres undefined)	-2%[11.4 µM]	1.7%[9.22 µM]	nt	15%[11.4 µM]	nt
CCOC(=O)CCN1C(=O)[C@H]2[C@H]3[C@H](O)[C@H](O)C/C(=N/NC(=O)OCc4ccc(OC)cc4)[C@@H]3CC[C@@H]2C1=O	1%[11.4 µM]	2.4%[9.22 µM]	nt	4%[11.4 µM]	nt
CC(C)[C@@H](OCc1ccccc1)[C@H](C)/C=N\O[C@@H](C)c1cn([C@@H]2COC[C@@H]2O)nn1	6%[11.4 µM]	3.1%[9.22 µM]	nt	11%[11.4 µM]	nt
C=CCOCC/C=C1/c2ccccc2C(OC)C1C (centres undefined)	-2%[11.4 µM]	-0.9%[9.22 µM]	nt	3%[11.4 µM]	nt
COC(=O)C1=C(C)N(Cc2ccccc2)C2=C3C(=O)OCCC3[C@@](O)(C(=O)OC)C(=O)N2C1c1ccccc1 (some centres undefined)	-1%[11.4 µM]	0.6%[9.22 µM]	nt	6%[11.4 µM]	nt
OCC1OC(C#Cc2ccccc2)C=CC1O (centres undefined)	10%&5%&3%[11.4 µM]	0.4%&2.8%&0.3%[9.22 µM]	nt	-8%&7%&0%[11.4 µM]	nt
C/C(CCN1CCc2nc(-c3ccccc3)c(-c3ccccc3)cc2C1)=N\O[C@@H](C)CN1CCCc2nc(C)c(C)cc21	9%[11.4 µM]	0.4%[9.22 µM]	nt	6%[11.4 µM]	nt
C=CCOC(=O)C(C(C)=O)C(NC(=O)OC)c1ccccc1 (centres undefined)	1%[11.4 µM]	0.8%[9.22 µM]	nt	14%[11.4 µM]	nt
COC(=O)C1=NOC2(C=C(Br)C(OC)=C(Br)C2=O)C1 (centres undefined)	1.6µM*	0.0%[9.22 µM]	nt	2%[11.4 µM]	nt
C/C(CCN1CCCCc2nc(C)c(C)cc21)=N\O[C@@H](C)CN1CCCCc2nc(C)c(C)cc21	5%[11.4 µM]	1.6%[9.22 µM]	nt	-3%[11.4 µM]	nt
S=C=Nc1cccc(NC(=S)NCCCCNC(=S)Nc2cccc(N=C=S)c2)c1	-18%	0.4%	nt	?	nt
CCOC(=O)OCC1OC(c2ccccc2)C=CC1Oc1ccc(F)cc1C (centres undefined)	10%[11.4 µM]	3.3%[9.22 µM]	nt	-9%[11.4 µM]	nt
O=C1CCC[C@@H](C2=CCCCC2=O)C1	1%[11.4 µM]	1.7%[9.22 µM]	nt	4%[11.4 µM]	nt
Cc1cc2c(nc1C)CCCCN2C[C@H](O)CN1CCCc2nc(-c3ccc(Br)cc3)ccc21	7%[11.4 µM]	0.1%[9.22 µM]	nt	-8%[11.4 µM]	nt
CCCNC(=O)OC[C@@H]1O[C@H](CCO/N=C2\c3cc(OC)ccc3O[C@H](c3cccc(OC)c3)[C@H]2O)C=C[C@@H]1Oc1ccc(OC)cc1	6%[11.4 µM]	3.1%[9.22 µM]	nt	-7%[11.4 µM]	nt
C=CCC1(O)C=CCC2C3C4C(OC(C)(C)C)C2C1C34 (centres undefined)	10%[11.4 µM]	0.6%[9.22 µM]	nt	5%[11.4 µM]	nt
CC(=O)OCC1OC(C#CCCc2ccccc2)C=CC1OC(C)=O (centres undefined)	-14%[11.4 µM]	1.9%[9.22 µM]	nt	18%[11.4 µM]	nt
COC(=O)NC(c1ccco1)[C@@]1(C(=O)OC)CCCC1=O (some centres undefined)	-4%[11.4 µM]	1.9%[9.22 µM]	nt	5%[11.4 µM]	nt
CO[C@H]1COC(=O)C/C=C\[C@H](C)[C@@H](OC)COC(=O)[C@H](C)COC(=O)C/C=C\[C@@H]1C	0%[11.4 µM]	1.8%[9.22 µM]	nt	5%[11.4 µM]	nt
CC1CCC2C(=O)N3C(CCC(C)C3c3ccc(-c4ccco4)cc3)C(=O)N2C1c1ccc(-c2ccco2)cc1 (centres undefined)	3.2µM*	2.5%[9.22 µM]	nt	2.5µM*	nt
COC(=O)C/C=C1\c2ccccc2[C@H](OC)[C@H]1C	-4%[11.4 µM]	-1.8%[9.22 µM]	nt	5%[11.4 µM]	nt
CC(=O)OC[C@@H]1O[C@@H](O/N=C2/C[C@@H](O)[C@@H](O)[C@@H]3[C@@H]4C(=O)N(Cc5ccccc5)C(=O)[C@H]4CC[C@@H]23)[C@H](OC(C)=O)[C@H](OC(C)=O)[C@@H]1OC(C)=O	-7%[11.4 µM]	-0.2%[9.22 µM]	nt	2%[11.4 µM]	nt
C=C1C(=O)C=C2CN(C(=O)c3ccccc3)[C@@](Cc3ccc(OC)cc3)(C(=O)OC)[C@@H]12	-6%	0.9%	-8%	nt	-1%
C[C@@H](C(=O)Nc1ccc2ccccc2c1)[C@H]1C[C@]1(C)[C@H](NP(=O)(c1ccccc1)c1ccccc1)c1ccccc1	1%	-1.0%	18%	nt	-14%
CC(C)C[C@@H](CC(=O)N[C@@H](CCC(=O)O)CC(=O)O)NC(=O)[C@@H]1CNCC[C@H]1NC(=O)C[C@@H](NC(=O)C[C@H](Cc1ccccc1)NC(=O)[C@@H]1CNCC[C@H]1N)C(C)C	13%	0.9%	-5%	nt	?
O=C(NCc1nc2ccccc2[nH]1)[C@H]1C[C@@H]1[C@H](NP(=O)(c1ccccc1)c1ccccc1)c1ccccc1	8%	-0.4%	10%	nt	-10%
COC(=O)[C@@]1(Cc2ccc(OC)cc2)[C@H]2c3cc(C(=O)N4CCCC4)n(Cc4ccc(O)c(OC)c4)c3C[C@H]2CN1C(=O)c1ccccc1	3%	0.8%	-11%	nt	-6%
COC(=O)[C@@]1(Cc2ccc(OC)cc2)[C@H]2c3cc(C(=O)N(C)C)n(CCSCCO)c3C[C@H]2CN1C(=O)c1ccccc1	0%	0.1%	-2%	nt	-7%

Source: PubChem BioAssay (National Center for Advancing Translational Sciences (NCATS))

An excerpt (hit frequency here may not be typical).
